Screens from PubChem BioAssay.
INS-1E GSIS act: primary screen for activators of insulin secretion dependent on glucose, INS-1E cells, GLuc reporter luminescence | INS-1E GLuc reporter insulin secretion, 2-3 h | activation, % at 16.6 µM | hit rate 0.61% among 370,000;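 active means lowest replicate activation of at least 40%, so every replicate reaches that level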;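 further: 0% = median of neutral control wells and 100% = median of IBMX positive control wells; some compounds called inactive have numbers as strong as hits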
ERp5 block: ERp5 (human) disulfide isomerase inhibition. Q15084. ERp5 insulin aggregation, absorbance 650 nm, 90 min. inhibition, % at 9.99 µM. hit rate 0.05% among 350,000;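 active means mean replicate inhibition above about 25%, with every replicate also reaching it, limit read from the data, passing the limit was not always enough; inconclusive means only one of those two criteria met; inactive means neither criterion met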
Target sequence (Q15084 whole entry, looked up): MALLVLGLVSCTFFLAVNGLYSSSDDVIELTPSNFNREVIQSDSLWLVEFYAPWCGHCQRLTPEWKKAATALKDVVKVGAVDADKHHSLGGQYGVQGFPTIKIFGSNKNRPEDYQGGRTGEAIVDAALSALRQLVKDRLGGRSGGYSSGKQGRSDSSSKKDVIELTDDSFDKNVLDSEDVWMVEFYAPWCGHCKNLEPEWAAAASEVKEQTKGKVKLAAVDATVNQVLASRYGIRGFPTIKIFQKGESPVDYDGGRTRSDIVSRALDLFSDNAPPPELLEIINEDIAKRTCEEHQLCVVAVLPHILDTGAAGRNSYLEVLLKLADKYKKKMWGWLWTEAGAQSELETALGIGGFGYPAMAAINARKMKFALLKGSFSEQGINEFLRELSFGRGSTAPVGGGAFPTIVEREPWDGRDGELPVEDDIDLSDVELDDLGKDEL
EWS-Fli block: EWS/Fli transcriptional activity inhibition; inhibition, % at 12.6 µM; A673 NR0B1-luciferase reporter, viability-normalised; hit rate 0.67% among 350,000;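 active means mean inhibition of at least 50% after viability correction, with every replicate also passing that limit; inconclusive means mean reaches 50% but only one of two replicates passes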;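 further: firefly luciferase signal divided by Alamar Blue viability fluorescence both relative to DMSO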
Xi reactivation: reactivates the inactive X chromosome in mouse fibroblasts; XiGFP mouse fibroblasts, % GFP-positive cells imaging, 3 d; cells co-treated with 5-aza-dC sensitizer; scaled so ellipticine positive control = 100%; hit rate 0.055% among 360,000; activation, % at 7.58 µM;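 active means mean normalized replicate activation at least 10% and every replicate at or above 10%; inconclusive means only one of the two criteria met; inactive means mean below 10% and not all replicates reach 10%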;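 further: 0% = median of on-plate neutral control wells and 100% = ellipticine 6 µM median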
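Material: XiGFP fibroblasts, SV40-immortalized. Buffer or medium: DMEM plus 5-aza-dC sensitizer. Compound: single concentration per compound, delivered by pin transfer. Times: 3 days compound exposure. Controls: ellipticine 6 µM.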
DENV2 CPE: protects cells from dengue virus 2 cytopathic effect; DENV2-infected cells, cytopathic effect rescue, plate reader; CPE inhibition, % at 9.99 µM; hit rate 1.7% among 350,000; AID 651640; in the data active means CPE inhibition above about 20%, passing the limit was not always enough; inconclusive means no clear call, values can overlap the other calls; tested in BHK-21 cells;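 further: 0% = median of neutral control wells and 100% = median of positive control wells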
CFTR F508del cor: correctors of CFTR F508del function in bronchial epithelial cells. activity (quench increase), % at 7.58 µM. CFBE cells, YFP halide quenching; stimulated with forskolin plus potentiator P3; % fluorescence drop versus neutral controls. hit rate 0.36% among 350,000;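 active means mean added fluorescence quench of at least 8% versus neutral control, with both replicates also reaching 8%; inconclusive means only one of the mean or replicate conditions met; inactive means mean below 8% and not both replicates reaching 8%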;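 further: cells transiently co-express mutant CFTR-F508del with the halide-sensitive YFP; corrector assay measuring rescue of mutant channel to the surface after 24 h compound exposure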
ARNT TACC3 PPI: disruptors of human ARNT/TACC3 interaction | Q9Y6A5 | AlphaScreen His-ARNT PAS-B/GST-TACC3 binding, luminescence; TACC3 fragment carries E629A point mutation | inhibition, % at 9.99 µM | hit rate 0.66% among 390,000 | AID 623870;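 active means mean inhibition of replicates at least 50% and at least half of replicates each reaching 50%; inconclusive means half or more replicates reach 50% but mean below 50%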;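 further: 0% = complete ARNT plus TACC3 wells and 100% = ARNT alone without TACC3; many hits fall short of the cut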
PAX8 inh HTS: PAX8 transcriptional activity inhibition | RMG-I TPO-luciferase reporter, SteadyGlo, 24 h | inhibition, % at 12.6 µM | hit rate 1.2% among 360,000 | AID 652154;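 active means mean replicate inhibition at least 60% with every replicate also reaching 60%; inconclusive means only one of the two criteria is met; inactive means mean below 60% and not all replicates reaching 60%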;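 further: luciferase light reporting Pax8 driven TPO promoter activity; plate controls were median of neutral control wells for no effect and mitoxantrone controls for full effect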
* hit, by the source's call; ? = inconclusive; nt = no result given.

SMILES | INS-1E GSIS act | ERp5 block | EWS-Fli block | Xi reactivation | DENV2 CPE | CFTR F508del cor | ARNT TACC3 PPI | PAX8 inh HTS
C[C@H](CO)N1C[C@H](C)[C@H](CN(C)C(=O)c2ccccc2F)Oc2ncc(C#Cc3ccc(F)cc3)cc2C1=O | -16 | 8 | -14 | -0.6 | -6 | 1.0 | 7 | -2
CCCCn1c(N)c(Sc2ccc(Cl)cc2)c(=O)[nH]c1=O | -8 | -3 | -8 | nt | -5 | 1.7 | 8 | nt
Cc1noc(C)c1S(=O)(=O)Nc1ccc2c(c1)CC(=O)N([C@H](C)CO)C[C@H](C)[C@H](CN(C)S(C)(=O)=O)O2 | 6 | nt | -1 | 0.3 | 15 | -0.3 | -24 | -16
CN(Cc1ccccc1)C(=O)COC(=O)c1ccccc1Nc1ccccc1 | -1 | 4 | -1 | 0.5 | 1 | -0.4 | 0 | 29
Cc1cccc(C)c1NC(=O)C1C(c2ccc3c(c2)OCO3)=Nc2ccccc2N1C(=O)c1ccccc1 (stereo not drawn) | 14 | -5 | -12 | 0.2 | -14 | 0.2 | nt | 11
COc1ccc(NC(=O)N2c3ccc(OC)cc3C(C)=CC2(C)C)cc1 | -19 | nt | nt | 0.0 | nt | nt | 42 | -15
CN1C(=O)c2cc(NC(=O)NCc3ccccc3)ccc2OC[C@@H]2O[C@H](CC(=O)NCC3CCCCC3)CC[C@@H]21 | -6 | nt | -1 | 0.0 | nt | 4.0 | nt | 16
CC1COc2ccccc2N1C(=O)c1ccc(Cl)cc1 (stereo not drawn) | -2 | -1 | -1 | 0.2 | -6 | -1.2 | -10 | -15
Cc1ccc(S(=O)(=O)Nc2cccc3c2O[C@@H](CN(C)C(=O)Nc2ccc(C(F)(F)F)cc2)[C@H](C)CN([C@@H](C)CO)C3=O)cc1 | -27 | -1 | 10 | -0.1 | -3 | -7.1 | -22 | -16
CCNC(=S)NNC(=O)C1CCN(Cc2ccccc2)CC1 | -3 | -13 | 4 | 0.1 | 6 | 1.9 | -19 | 9
Cc1nc2ccc(NC(=O)c3cc(Cl)ccn3)cc2s1 | 10 | 0 | 23 | 0.1 | -11 | -0.5 | nt | -109
Cc1noc(C)c1NC(=O)N(C)C[C@H]1Oc2ccc(NC(=O)Nc3ccc(F)cc3)cc2CC(=O)N([C@@H](C)CO)C[C@@H]1C | 19 | 20 | 3 | 1.8 | 8 | -0.8 | -1 | 22
N#CC(C#N)=C1C=CC=CN1/C(=C\c1ccco1)C(=O)c1ccc(-c2ccccc2)cc1 | -32 | nt | nt | 15* | nt | nt | 5 | 92*
Cc1ccc(S(=O)(=O)N2CCC(C(=O)NNC(=O)c3ccncc3)CC2)cc1 | 6 | -4 | -11 | 0.0 | -5 | 1.7 | 5 | 3
Cc1ccc(CN2CCNC(=O)C2CC(=O)O)o1 (stereo not drawn) | 7 | 0 | 0 | -0.2 | 1 | -1.3 | 0 | 0
N/N=C1\CCCc2c1[nH]c1ccc([N+](=O)[O-])cc21 | -5 | -10 | 10 | 0.1 | -3 | -3.9 | nt | 18
CCOC(=O)C1(C)CCN1C(=O)c1ccc(C(C)(C)C)cc1 (stereo not drawn) | 8 | -5 | -15 | 0.0 | 7 | -2.8 | nt | -41
Cc1ccc(N(C)C(=O)CCNC(=O)Cn2cnc3ccccc3c2=O)cc1C | 4 | 11 | 2 | 0.0 | 6 | -0.7 | -4 | 7
C=CCn1c(SCc2ccccc2)nc2c1c(=O)[nH]c(=O)n2C | 52* | -3 | 4 | 0.1 | -4 | -1.7 | -5 | -23
CC(C)(C)OC(=O)N1CCC(C(=O)N[C@H](C(=O)O)c2ccccc2)(c2ccccc2)CC1 | 7 | 4 | -1 | 0.0 | -1 | 5.6 | -25 | -13
CCOC(=O)C1CCCCN1Cc1ccc(-c2ccccc2)cc1 (stereo not drawn) | -16 | 3 | -9 | 0.0 | -1 | 0.9 | -12 | 0
CS(=O)(=O)N1[C@@H]2Cn3c(ccc(C4=CCCCC4)c3=O)[C@H]1[C@@H](C(=O)N1CCCCC1)[C@@H]2CO | 8 | 4 | 0 | 0.0 | 3 | -1.1 | -3 | nt
CCCCNc1c(-c2ccc(-c3ccc(OC)cc3)c(OC)c2)nc2ccccn12 | -6 | 0 | -5 | 0.0 | 1 | 1.1 | 22 | -33
CS(=O)(=O)N1[C@H](CO)[C@H](c2ccccc2-c2ccc(F)cc2)[C@@H]1C#N | -6 | -2 | -8 | 0.0 | -2 | 0.3 | nt | -4
COc1ccc(CN2C(=O)CCC2(C)c2nnnn2C2CCCCC2)cc1 (stereo not drawn) | 18 | -2 | -8 | -0.1 | 3 | 1.9 | nt | -7

Remaining list, next part:
SMILES | INS-1E GSIS act | ERp5 block | EWS-Fli block | Xi reactivation | DENV2 CPE | CFTR F508del cor | ARNT TACC3 PPI | PAX8 inh HTS
CC(C)(C)OC(=O)N[C@H]1C=C[C@@H](CC(=O)OCC(F)(F)F)C1 | -1 | 2 | -9 | -0.1 | 36* | 1.7 | nt | -26
CC(C)Oc1ccc(F)cc1-c1cc(C(=O)NC2CCCCC2)[nH]n1 | -3 | 5 | 0 | 0.0 | 2 | -2.3 | nt | 10
CCOC(=O)c1cc(-c2ccc(OC)cc2OC)nn1-c1ccc(C(=O)O)cc1 | nt | 1 | -12 | -0.1 | 10 | 0.3 | 1 | 13
Cc1noc2ncnc(N3CCN(c4ccc(F)cc4)CC3)c12 | 2 | -6 | 7 | 0.2 | 3 | 4.0 | -10 | 13
COc1c(Cl)ccc(Cl)c1C(=O)NC(=S)N1CCOCC1 | -13 | 12 | 2 | 1.3 | 0 | -2.0 | -2 | 13
Cc1occc1C(=O)O/N=C(\N)c1ccccc1 | nt | nt | 0 | 0.0 | -1 | 1.5 | nt | -55
CC(C)CNc1ncnc2c1cnn2Cc1ccccc1Cl | -4 | -4 | -3 | 0.1 | -1 | -0.9 | 2 | -17
Cc1ccc(CNc2ccc(N3C(=O)CC(C)C3=O)cc2[N+](=O)[O-])cc1 (stereo not drawn) | -7 | nt | nt | 0.0 | nt | nt | 15 | 15
COCc1c(C(=O)N2CCN(Cc3ccc(C#N)cc3)CC2)oc2ccccc12 | 3 | -2 | 4 | -0.1 | -4 | 0.4 | -1 | 16
COC(=O)C[C@@H]1C=C[C@@H](NC(=O)c2ccccc2F)[C@@H](CO)O1 | 4 | -6 | 2 | 0.1 | ? | -0.8 | nt | -14
O=C(COc1ccc(Cl)cc1Cl)Nc1ccccc1NS(=O)(=O)c1cccs1 | -5 | 0 | -22 | 0.1 | 1 | -1.1 | 3 | -50
C=CCn1c(SCC(=O)N(C)C2CCCCC2)nnc1C1CC1 | 7 | 2 | 0 | 0.0 | -12 | 0.8 | nt | -4
CC(=O)c1cnc(Nc2ccc(C)cc2)s1 | -2 | 0 | -65 | 0.1 | 8 | 0.1 | -3 | -108
CC(C(=O)Nc1nccs1)N1C(=O)c2ccccc2S1(=O)=O (stereo not drawn) | 9 | 14 | -1 | 0.2 | -5 | 3.9 | 4 | 4
COc1ccc(NC(=O)N(C)C[C@H]2Oc3c(NS(=O)(=O)c4ccccc4)cccc3C(=O)N([C@H](C)CO)C[C@@H]2C)cc1 | -3 | 1 | -7 | 0.0 | -5 | -2.9 | nt | -27
C[C@@H]1CN([C@@H](C)CO)C(=O)CCCn2cc(nn2)CO[C@H]1CN(C)Cc1ccncc1 | 2 | nt | 1 | 0.0 | nt | -2.5 | nt | nt
O=C(CS(=O)(=O)c1ccccc1)Nc1nc(-c2ccc(F)cc2)cs1 | -18 | 0 | 1 | 0.0 | -3 | 0.2 | 0 | 9
CC(C)CCNC(=O)C1CCN(S(=O)(=O)c2ccc(-n3cnnn3)cc2)CC1 | 11 | -4 | 9 | 0.4 | -2 | -2.1 | 12 | -11
Cn1cccc1/C=C1\SC(=S)N(CC(=O)O)C1=O | 16 | -2 | 4 | 0.0 | -6 | nt | nt | 37
O=C(NNC(=O)c1ccncc1)Nc1cc(Cl)ccc1Cl | -8 | -6 | -2 | 0.1 | 1 | -2.2 | 26 | -40
COc1ccc(OC)c(NC(=O)CSc2nccn2Cc2ccco2)c1 | 4 | 0 | -9 | -0.1 | 16 | 1.7 | 2 | -6
CCOC(=O)c1c(CC(C)C)csc1/N=C/C1C(=O)CCCC1=O | 9 | 1 | -5 | 0.0 | ? | -10 | 7 | 32
COc1cc(SC)ccc1C(=O)Nc1ncc(Cl)cc1Cl | 6 | 1 | -33 | 0.0 | 2 | 0.9 | -6 | -116
C[C@@H]1CN([C@H](C)CO)C(=O)c2cc(NS(=O)(=O)c3cn(C)cn3)ccc2O[C@@H](C)CCCCO[C@H]1CN(C)Cc1ccc(C(=O)O)cc1 | 15 | nt | -11 | -0.1 | -7 | 0.0 | -2 | 5
Cc1ccc(NC(=O)CSc2nnc(-c3cnccn3)n2C)cc1C | 4 | 3 | nt | 0.0 | -6 | -2.1 | 4 | -12

Look-ups from the entries so far.
COC(=O)C[C@@H]1C=C[C@@H](NC(=O)c2ccccc2F)[C@@H](CO)O1 @ Xi reactivation = 0.1
CC(C)CCNC(=O)C1CCN(S(=O)(=O)c2ccc(-n3cnnn3)cc2)CC1 @ INS-1E GSIS act = 11

Further compounds
SMILES | INS-1E GSIS act | ERp5 block | EWS-Fli block | Xi reactivation | DENV2 CPE | CFTR F508del cor | ARNT TACC3 PPI | PAX8 inh HTS
CN(C)CCn1c(=S)[nH]c2ncccc2c1=O | 17 | -6 | 1 | 0.0 | nt | -2.7 | -6 | -1
COc1ccc(C(=O)/C=C/c2ccc(OC3CSC3)cc2)cc1OC | -21 | nt | nt | 0.0 | nt | nt | 3 | 18
O=C(Nc1ccc(C(=O)N2CCCC(CO)C2)cc1)c1ccc(Br)o1 (stereo not drawn) | -5 | -3 | -5 | 0.0 | -7 | 0.0 | -7 | -1
Cc1noc(C)c1S(=O)(=O)Nc1ccc(C#N)cc1 | -21 | -1 | 6 | 0.1 | -10 | 0.9 | 0 | -8
CCCC(=O)Nc1ccc2c(c1)C(=O)N(C)C[C@@H](OC)[C@@H](C)CN(C(=O)c1ccccc1F)[C@H](C)CO2 | 5 | 3 | -1 | 0.6 | -10 | -0.6 | -12 | nt
O=C(CSc1ccccc1)Nc1cccc(S(=O)(=O)N2CCOCC2)c1 | -9 | -2 | -7 | 0.1 | -4 | 0.6 | 11 | -4

In another format: entries from further up
SMILES	INS-1E GSIS act	ERp5 block	EWS-Fli block	Xi reactivation	DENV2 CPE	CFTR F508del cor	ARNT TACC3 PPI	PAX8 inh HTS
Cc1noc(C)c1S(=O)(=O)Nc1ccc2c(c1)CC(=O)N([C@H](C)CO)C[C@H](C)[C@H](CN(C)S(C)(=O)=O)O2	6	nt	-1	0.3	15	-0.3	-24	-16
CN(Cc1ccccc1)C(=O)COC(=O)c1ccccc1Nc1ccccc1	-1	4	-1	0.5	1	-0.4	0	29

Arranged by SMILES length (lowest first): part of the list above.
SMILES | INS-1E GSIS act | ERp5 block | EWS-Fli block | Xi reactivation | DENV2 CPE | CFTR F508del cor | ARNT TACC3 PPI | PAX8 inh HTS
CN(C)CCn1c(=S)[nH]c2ncccc2c1=O | 17 | -6 | 1 | 0.0 | nt | -2.7 | -6 | -1
COc1ccc(C(=O)/C=C/c2ccc(OC3CSC3)cc2)cc1OC | -21 | nt | nt | 0.0 | nt | nt | 3 | 18
O=C(Nc1ccc(C(=O)N2CCCC(CO)C2)cc1)c1ccc(Br)o1 (stereo not drawn) | -5 | -3 | -5 | 0.0 | -7 | 0.0 | -7 | -1
